Screening results: PubChem, several laboratories
VLA-4 inh = inhibition in a human VLA-4 binding assay; 0.2% of 330,000 active; inhibition, % (about 7 µM as worked out from the volumes in the protocol); P13612; VLA-4 expressing cells, ligand binding flow cytometry; in the data active = inhibition above about 50%
Target sequence (P13612 whole entry, looked up): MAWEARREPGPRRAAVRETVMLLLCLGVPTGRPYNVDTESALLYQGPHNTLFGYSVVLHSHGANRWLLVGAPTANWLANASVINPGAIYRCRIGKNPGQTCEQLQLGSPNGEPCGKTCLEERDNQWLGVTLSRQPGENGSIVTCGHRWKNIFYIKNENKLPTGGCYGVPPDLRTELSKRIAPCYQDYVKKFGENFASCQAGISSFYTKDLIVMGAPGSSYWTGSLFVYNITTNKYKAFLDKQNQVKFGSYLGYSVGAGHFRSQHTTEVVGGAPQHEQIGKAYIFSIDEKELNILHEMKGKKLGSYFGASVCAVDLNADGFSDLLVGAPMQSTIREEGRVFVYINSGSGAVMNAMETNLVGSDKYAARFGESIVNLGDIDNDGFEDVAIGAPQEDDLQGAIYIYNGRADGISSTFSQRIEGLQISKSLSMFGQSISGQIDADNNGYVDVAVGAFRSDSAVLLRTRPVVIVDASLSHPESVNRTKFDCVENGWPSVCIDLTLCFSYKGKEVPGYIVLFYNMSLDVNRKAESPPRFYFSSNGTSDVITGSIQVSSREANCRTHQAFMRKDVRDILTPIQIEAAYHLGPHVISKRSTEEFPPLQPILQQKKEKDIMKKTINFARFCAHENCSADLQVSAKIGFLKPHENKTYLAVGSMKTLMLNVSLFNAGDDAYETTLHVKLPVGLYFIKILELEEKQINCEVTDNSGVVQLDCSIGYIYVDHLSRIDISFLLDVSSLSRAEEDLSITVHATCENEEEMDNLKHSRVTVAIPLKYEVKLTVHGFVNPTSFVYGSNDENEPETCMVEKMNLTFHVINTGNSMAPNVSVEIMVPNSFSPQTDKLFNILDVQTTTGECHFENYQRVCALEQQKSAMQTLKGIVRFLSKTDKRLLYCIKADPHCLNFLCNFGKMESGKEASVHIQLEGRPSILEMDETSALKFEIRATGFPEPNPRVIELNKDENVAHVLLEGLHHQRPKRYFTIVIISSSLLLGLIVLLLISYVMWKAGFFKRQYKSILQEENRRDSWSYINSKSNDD
GRK2 inh = inhibitors of human GRK2 displacing RNA aptamer. AID 488847. P25098. bead flow cytometry, FAM-aptamer displacement from GRK2. 0.59% of 330,000 active. inhibition of aptamer binding, % at 10 µM;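 active = inhibition of aptamer binding above 40%, roughly 3 SD of noise, on plates passing a quality check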;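 note: median bead fluorescence of bound FAM aptamer so fluorescent compounds give negative values; no value below 0 was filed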
JMJD2C inh = inhibitors of human GASC-1 (JMJD2C) demethylase; Q9H3R0; GST-JMJD2C(1-420) H3K9me3 demethylation, DELFIA europium; inhibition, % at 2.35 µM; 0.069% of 330,000 active; AID 2099;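 active = more than half of a compound's replicate wells show inhibition beyond 50%, single wells judged on their own value; inconclusive = some, but no more than half, of replicates pass 50% inhibition; inactive = no replicate passes 50% inhibition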;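 note: signal counts dimethyl H3K9 product captured on neutravidin plate; 0% = median of DMSO wells and 100% = 0.3 times that DMSO median; strong numbers were not always called active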
RPL19A TOR yeast = alters RPL19A-GFP fluorescence in TOR pathway yeast screen. S. cerevisiae RPL19A-GFP strain, flow cytometry, 3 h; stronger effect = lower value. percent response vs DMSO, % at 10 µM. 0.3% of 330,000 active. AID 2025;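 active = percent response vs DMSO below 50%; inconclusive = fewer than 70 events counted for the yeast strain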;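 note: median channel GFP fluorescence of the barcoded RPL19A-GFP strain; ratio of sample median GFP to plate DMSO average so 100% = DMSO; lower means less RPL19A-GFP as with rapamycin TOR inhibition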
AGP1-GFP MLPCN = yeast TOR pathway AGP1-GFP modulation | 0.02% of 320,000 active | S. cerevisiae AGP1-GFP multiplex flow cytometry, 3 h; GFP as percent of DMSO wells | GFP response vs DMSO, % at 10 µM | AID 2066;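 active = GFP response relative to DMSO above a set limit, near screen average plus 3 SD, cut at about 150% in these data; inconclusive = fewer than 70 cells counted for the yeast strain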;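 note: median GFP channel fluorescence of the gated AGP1 strain per well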
CIT2 TOR yeast = modulators of TOR pathway CIT2-GFP in S. cerevisiae; S. cerevisiae CIT2-GFP strain, flow cytometry, 3 h; 100 means same as DMSO wells; GFP response vs DMSO, % at 10 µM; 0.065% of 320,000 active; AID 2029;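 active = GFP response relative to DMSO above a set limit, near the screen mean plus 3 SD, cut at about 150% in these data; inconclusive = Fewer than 70 cells measured for a yeast strain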;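 note: ratio of well median GFP fluorescence to mean of DMSO wells on the plate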
LAP4-GFP MLPCN = alters LAP4-GFP fluorescence in TOR pathway yeast screen. AID 2023. 0.34% of 320,000 active. GFP response vs DMSO, % at 10 µM. S. cerevisiae LAP4-GFP multiplex, flow cytometry GFP, 3 h; median GFP as percent of DMSO wells;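 active = GFP response vs DMSO above a set limit, about the screen mean plus 3 SD, cut at about 150% in these data; inconclusive = under 70 cell events counted for the yeast strain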
MEP2 TOR yeast = yeast TOR pathway MEP2-GFP modulation; S. cerevisiae MEP2-GFP strain, flow cytometry GFP, 3 h; 100% = DMSO control level; GFP response vs DMSO, % at 10 µM; 0.51% of 330,000 active;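 active = GFP response versus DMSO above a set limit, roughly screen mean plus 3 SD, cut at about 180% in these data; inconclusive = fewer than 70 cells counted for a yeast strain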;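 note: median GFP fluorescence of the barcode-gated MEP2-GFP cells per well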
Active calls of the source: *; i = inactive; u = inconclusive; x = not tested or not shown. The order is random (roughly 1.7% active in at least one column).

nr	SMILES	VLA-4 inh	GRK2 inh	JMJD2C inh	RPL19A TOR yeast	AGP1-GFP MLPCN	CIT2 TOR yeast	LAP4-GFP MLPCN	MEP2 TOR yeast
1	CNS(=O)(=O)c1cn(CC(=O)N(C)Cc2ccccc2)cc1S(=O)(=O)NC	-7	1	0	104	101	101	92	104
2	Oc1ccc(Br)cc1CNn1cnnc1	2	2	8	96	102	107	103	105
3	O=C(CCN1CCCCO1)N1CCCC(N2CCN(c3ccc(F)cc3)CC2)C1 (centres undefined)	-7	3	14	100	107	111	94	102
4	COc1ccc2[nH]c(C(=O)N/N=C/c3ccc(OC)c(O)c3)cc2c1	8	1	0	104	103	106	88	101
5	Cc1ccsc1/C=N\NC(=O)c1cc(C(C)(C)C)[nH]n1	9	2	11	95	97	92	92	95
6	Cc1ccc(NC(=O)/C(=C\c2ccco2)NC(=O)c2ccco2)cc1	-2	0	-6	100	97	105	90	100
7	Cc1ccc(C)c2[nH]c(=O)c(CN(CCCN(C)C)C(=O)NCc3ccccc3)cc12	32	0	-50	97	102	107	102	101
8	O=c1oc2ccccc2c(O)c1Sc1ccc(Cl)cc1	5	0	-2	95	101	86	124	100
9	CCOc1cc(/C=N/O)ccc1OCc1ccc([N+](=O)[O-])cc1	11	0	5	99	99	89	114	107
10	CNC(=O)N(O)C1N(/N=C/c2cccs2)C(=S)SC1(C)C (centres undefined)	6	0	-10	97	101	92	103	91
11	CC1(C)C(=O)Nc2ccccc2N1C(=O)COC(=O)c1cc([N+](=O)[O-])ccc1N	-6	2	-6	103	98	93	97	96
12	CN(c1ccc(Cl)cc1)S(=O)(=O)c1nnc(NC(=O)C(C)(C)C)s1	5	11	-3	107	98	99	91	110
13	O=C(O)c1ccc(NC(=S)NC(=O)c2ccc(-c3ccc(Br)cc3)o2)cc1	-14	1	6	106	88	87	71	97
14	CCOC(=O)/C(=C\c1ccc(C)cc1)NC(=O)c1ccccc1	7	4	-6	99	105	100	90	102
15	CSc1ccc(C(=O)C2CCCN(C(=O)c3nn(C)c(=O)c4ccccc34)C2)cc1 (centres undefined)	15	4	-12	90	96	87	97	93
16	COc1cc(C(C[N+](=O)[O-])c2c(N)n(C)c(=O)n(C)c2=O)ccc1O (centres undefined)	-18	1	u	99	103	95	110	95
17	C=CCn1c(COc2cccc3cccnc23)nnc1SCC(=O)O	2	10	6	103	104	97	97	108
18	CCn1c(Cn2nnc(-c3ccccc3)n2)nnc1SCC(=O)N1CCOCC1	30	3	5	105	105	103	101	103
19	Cc1cc(C)cc(OC(=O)CS(=O)c2ccc(C(F)(F)F)cc2[N+](=O)[O-])c1 (centres undefined)	24	0	-1	113	106	x	121	109
20	CCSc1nc2sc3c(c2c2nnc(SCC(=O)NCc4ccco4)n12)CCCC3	-9	3	0	94	100	98	99	100
21	COc1ccc(-n2nc(C(=O)NCC(=O)N3CCOCC3)c3ccccc3c2=O)cc1OC	-6	0	-22	96	101	103	104	107
22	S=C(NCc1ccccc1)NC1CCSc2ccccc21 (centres undefined)	27	0	3	103	100	103	107	108
23	S=c1[nH]nc(-c2cccnc2)n1-c1ccc2c(c1)OCCO2	17	0	1	95	94	92	101	87
24	NS(=O)(=O)c1cccc(NC(=O)COC(=O)Cn2cnc3ccccc32)c1	-3	1	-4	94	98	105	95	96
25	S=C(NCc1ccccc1)N1CCn2cccc2C1c1ccncc1 (centres undefined)	16	0	-11	100	108	104	106	108
26	CCn1c(SCc2cccc(F)c2)nnc1-c1ccncc1	0	0	-5	106	99	102	100	113
27	CC(C)(NO)/C(=N/O)c1ccc(Br)cc1	-14	1	-5	100	104	105	107	100
28	O=C(Nc1cccc(C(F)(F)F)c1)c1cnc2n(c1=O)CCS2	31	1	5	102	91	87	95	91
29	CCOc1ccccc1NC(=O)C(OC(=O)c1ccc(NC(=O)CC#N)cc1)c1ccccc1 (centres undefined)	24	0	6	99	108	97	98	94
30	Cc1cc(=O)oc2cc(OC(C)C(=O)NC3(C#N)CCCCC3)ccc12 (centres undefined)	7	0	-5	95	98	98	95	98
31	Cc1nn(-c2ccccc2)c2sc(C(=O)NNC(=O)COc3cccc4ccccc34)cc12	15	2	-1	96	93	89	98	94
32	Cc1cccc(NCCNc2cccc(C)c2)c1	11	0	-9	98	93	95	100	98
33	Cc1cc2c(ccc3[nH]onc32)n1	6	2	-31	101	97	99	102	101
34	NC1=NC(=O)/C(=C/c2c(OS(=O)(=O)c3ccc(Cl)cc3)ccc3ccccc23)S1	4	0	-27	94	92	96	93	93
35	CC(=O)N1N=C(c2cccc([N+](=O)[O-])c2)OC1(C)c1cccs1 (centres undefined)	-4	5	2	106	88	93	99	103
36	Cc1cc(N/N=C2/CCCc3ccccc32)nc2ccccc12	-3	1	2	95	95	91	99	98
37	O=C(COC(=O)c1cccc(N2C(=O)c3ccccc3C2=O)c1)Nc1ccccc1	-3	1	-18	107	106	105	105	108
38	Nc1ccc2nc(CCc3ccccc3)[nH]c2c1	-7	3	-2	96	97	95	94	105
39	Cc1ccc(C)c(S(=O)(=O)N2CCN(CC(=O)Nc3cc(C)on3)CC2)c1	6	3	-7	103	109	102	112	110
40	COc1ccc2c(c1)C1(C)CC(C)(C)N2C(=O)N1c1ccccc1 (centres undefined)	17	4	-5	100	106	93	112	101
41	Cc1ccccc1NC(=O)c1cccc(C(=O)Nc2ccccc2C)c1	-2	0	-1	92	100	90	102	91
42	COc1nc(OCC#N)nc(N2CCCCC2)n1	-1	4	5	98	106	109	109	97
43	Cc1cc(C)c(C#N)c(N2CCN(c3ccccc3F)CC2)n1	20	2	-19	99	98	92	97	97
44	Cc1c(CCC(=O)NCCCN2CCCC2=O)c(=O)oc2cc(O)ccc12	-16	0	i	98	100	101	95	107
45	C[C@@H]1CC2OC(=O)[C@@]3(C)C(=O)CC[C@@](C)(C23)[C@@]1(O)CCc1ccoc1 (some centres undefined)	-16	0	-1	107	100	103	99	112
46	CN(C(=O)CC(NC(=O)c1ccccc1)(c1ccccc1)c1ccccc1)c1ccccc1	9	1	2	98	97	106	104	99
47	O=C(Cn1cc([N+](=O)[O-])ccc1=O)NCC(=O)Nc1ccc(F)c(F)c1F	10	4	3	101	99	110	92	104
48	COc1ccc(OC)c2sc(NC(=O)C3CC3)nc12	-7	0	7	102	96	98	125	111
49	COC(=O)c1cc(NC(=O)c2cccc(Cl)c2)c(=O)oc1/C=C/Nc1cc(C)cc(C)c1	x	0	0	96	111	122	139	131
50	Oc1ccccc1/C=N/c1c(-c2ccco2)nc2ccccn12	-27	1	-1	92	93	92	100	104
51	COc1ccccc1-c1nnc(SC(C)C(=O)Nc2ccc(C(N)=O)cc2)o1 (centres undefined)	-4	2	-18	97	105	102	108	100
52	COc1ccccc1N1C(=O)CC(N2CCc3ccccc32)C1=O (centres undefined)	-4	15	-14	95	96	92	103	98
53	COc1ccc(N2C(=O)C3ON(C4SC(=S)N(C)C4(C)C)C(c4ccc(Cl)cc4)C3C2=O)cc1 (centres undefined)	8	0	4	103	100	102	91	100
54	CC12CC(NC(=O)N1c1cccc(C(=O)N3CCN(c4ccccc4)CC3)c1)c1ccccc1O2 (centres undefined)	8	2	7	99	97	101	93	112
55	Clc1ccc(-c2csc(=Nc3cccnc3)n2CCCn2ccnc2)cc1Cl	1	0	-2	103	103	104	90	105
56	S=C(NC12CC3CC(CC(C3)C1)C2)N1CCOCC1	12	0	5	97	96	100	95	97
57	COc1cccc(CN(C)C(=O)c2cc(COc3c(F)cccc3F)on2)c1	7	3	1	102	109	108	111	111
58	Cc1cc2ccccc2n1CCC(=O)O	-3	0	-5	87	98	92	154*	108
59	COc1ccc2c(c1)c(CC(=O)OCC(=O)O)c(C)n2C(=O)c1ccc(Cl)cc1	-14	1	-29	90	79	102	99	79
60	O=C(Nc1ccccc1NC(=O)c1c(F)c(F)c(F)c(F)c1F)c1c(F)c(F)c(F)c(F)c1F	2	3	2	95	94	83	x	95

A draw from above in order of heavy-atom count, ascending.
nr	SMILES	VLA-4 inh	GRK2 inh	JMJD2C inh	RPL19A TOR yeast	AGP1-GFP MLPCN	CIT2 TOR yeast	LAP4-GFP MLPCN	MEP2 TOR yeast
56	S=C(NC12CC3CC(CC(C3)C1)C2)N1CCOCC1	12	0	5	97	96	100	95	97
40	COc1ccc2c(c1)C1(C)CC(C)(C)N2C(=O)N1c1ccccc1 (centres undefined)	17	4	-5	100	106	93	112	101
47	O=C(Cn1cc([N+](=O)[O-])ccc1=O)NCC(=O)Nc1ccc(F)c(F)c1F	10	4	3	101	99	110	92	104

With a hit mark in LAP4-GFP MLPCN, of those listed so far:
nr	SMILES	VLA-4 inh	GRK2 inh	JMJD2C inh	RPL19A TOR yeast	AGP1-GFP MLPCN	CIT2 TOR yeast	LAP4-GFP MLPCN	MEP2 TOR yeast
58	Cc1cc2ccccc2n1CCC(=O)O	-3	0	-5	87	98	92	154*	108

3 entries drawn at random from those above:
nr	SMILES	VLA-4 inh	GRK2 inh	JMJD2C inh	RPL19A TOR yeast	AGP1-GFP MLPCN	CIT2 TOR yeast	LAP4-GFP MLPCN	MEP2 TOR yeast
48	COc1ccc(OC)c2sc(NC(=O)C3CC3)nc12	-7	0	7	102	96	98	125	111
33	Cc1cc2c(ccc3[nH]onc32)n1	6	2	-31	101	97	99	102	101
34	NC1=NC(=O)/C(=C/c2c(OS(=O)(=O)c3ccc(Cl)cc3)ccc3ccccc23)S1	4	0	-27	94	92	96	93	93

More records
nr	SMILES	VLA-4 inh	GRK2 inh	JMJD2C inh	RPL19A TOR yeast	AGP1-GFP MLPCN	CIT2 TOR yeast	LAP4-GFP MLPCN	MEP2 TOR yeast
61	COc1cc(C2Nc3ccc4ncccc4c3C3=C2C(=O)CCC3)ccc1O (centres undefined)	-1	0	9	101	97	100	87	103
62	CN(CC(=O)Nc1cccc(F)c1)C(=O)CCCn1c(=O)oc2ccccc21	8	1	5	95	99	94	101	99
63	CC(CN(C(N)=O)c1ccccc1O)C(=O)O (centres undefined)	9	3	22	104	112	103	109	111
64	COc1cccc(NC(=O)C(c2ccccc2)N2CCN(c3ccccn3)CC2)c1 (centres undefined)	5	2	1	96	101	100	97	96

By substructure: the compounds so far containing a tert-butyl group
nr	SMILES	VLA-4 inh	GRK2 inh	JMJD2C inh	RPL19A TOR yeast	AGP1-GFP MLPCN	CIT2 TOR yeast	LAP4-GFP MLPCN	MEP2 TOR yeast
5	Cc1ccsc1/C=N\NC(=O)c1cc(C(C)(C)C)[nH]n1	9	2	11	95	97	92	92	95
12	CN(c1ccc(Cl)cc1)S(=O)(=O)c1nnc(NC(=O)C(C)(C)C)s1	5	11	-3	107	98	99	91	110
